# Source: PubChem BioAssay (National Center for Advancing Translational Sciences (NCATS))
# aSyn yeast rescue: qHTS of alpha-syn Inhibitors: NCGC Sytravon Library Screen; S. cerevisiae alpha-synuclein toxicity rescue, BacTiter-Glo growth, 24 h; Potency, µM (highest dose often 46.1 µM), for the others: at the highest dose growth rescue (activation), actives largely listed as activators; 94,000 tested, 0.02% active; active = well fitted activation curve with a large enough effect; note: 0% is about no effect
#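 Growth restoration measured by BacTiter-Glo luminescence after 24 hr at 30 deg C; alpha-synuclein yeast, raffinose-pregrown to mid-log, were added at OD600=0.02 in galactose medium onto pinned compounds.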
# Active calls of the source: *; [ ] = another dose, or the depositor's remark. Potency is the fitted concentration of half-maximal effect.
SMILES,aSyn yeast rescue
Cc1onc(-c2ccccc2)c1C(=O)OCC(=O)Nc1ccccc1Cl,-6.6%
O=C(c1cc(-c2ccc(F)cc2)on1)N1CCN(c2ccc(F)cc2)CC1,0.5%
Fc1ccc(Nc2nc(SCc3ccccc3F)nc3ccccc23)cc1,-33.5%[inhibitor]
c1coc(-c2ccnc3nc(-n4cccc4)nn23)c1,-3.9%
CSc1ccc(CCNC(=O)CCc2c(C)nc3c(c(C)nn3-c3ccccc3)c2C)cc1,-0.5%
Cc1cc(NC(=O)Nc2csc3c2CCCC3)ccc1Br,-9.4%
O=C(N1CCN(c2ccccc2)CC1)C1(c2cccs2)CCOCC1,7.6%
CN(C)c1ccc(NC(=O)CSc2nnc(-c3ccco3)c(-c3ccco3)n2)cc1,7.4%
CCOC(=O)c1c(C)[nH]c(C)c1S(=O)(=O)N1CCN(c2ccc(Cl)cc2)CC1,2.4%
COc1ccc(/C=C/C(=O)N2CCC(c3nc4ccccc4o3)CC2)cc1OC,-12.5%
Cc1ccccc1C(=O)Oc1cc(-c2ccc3c(c2)OCO3)cc(=O)c2c(C)oc(C)c12,15.9%
O=S(=O)(c1ccc(Br)cc1)c1nc(-c2ccco2)oc1SCc1ccccc1Cl,0.6%
O=C(C(Cc1ccccc1)n1cccc1)N1CCN(c2ncccn2)CC1 (stereo not given),7.9%
CCN(CC)CCOC(=O)c1cccc2c1-c1ccccc1C2O (stereo not given),4.1%
Cc1ccc2oc(=O)c3cnn(CC(=O)N4CCCc5ccccc54)c3c2c1,1.0%
CCOCCCNC(=O)c1cc2c(=O)n3ccccc3nc2s1,-5.2%
CCS(=O)(=O)NCC(c1cccnc1)N1CCN(c2ccccc2)CC1 (stereo not given),-0.1%
Cc1cccc(C(=O)N/N=C2/SCC(=O)N2Cc2ccccc2)c1,-3.8%
CSc1ccccc1C(=O)NC1CCCc2ccccc21 (stereo not given),-10.7%
COc1ccc(-c2cn3c(n2)sc2cc(C(=O)NCCc4ccccc4)ccc23)cc1,-5.4%
CCCCOc1ccc(C2c3c(-c4ccccc4O)n[nH]c3C(=O)N2Cc2ccncc2)cc1OC (stereo not given),-6.2%
Cn1cnnc1SCC(=O)Nc1nc(-c2ccc(F)cc2)cs1,1.4%
O=C1CCC(=O)N(c2ccccc2)N1,0.5%
CCOC(=O)c1cnc2c(ccc3ccccc32)c1Nc1ccccc1OC,-0.6%
CCCCn1c(=O)c2oc3ccccc3c2n(CC(=O)Nc2cccc(Cl)c2)c1=O,-11.0%
Clc1cccc(-n2ncc3c(NCCc4ccccc4)ncnc32)c1,0.0%
O=C1C(=O)N(C2CCNCC2)CCN1Cc1ccccc1,-6.6%
Cc1cc2c(cc1S(=O)(=O)NCc1ccc(F)cc1)n(C)c(=O)c(=O)n2C,-8.7%
Cc1cc2oc(C(=O)Nc3sc4c(c3C(=O)NCC3CCCO3)CCCC4)cc(=O)c2cc1C (stereo not given),-0.8%
CCc1ccc(NC(=O)Cn2nnc(-c3ccccc3N)n2)cc1,8.9%
CCCn1nnnc1SCC(=O)Nc1sc(C)c(C)c1C#N,3.6%
C=CCc1ccccc1OCC(O)CN1CCN(c2ccccc2OC)CC1 (stereo not given),2.7%
CCCc1cnc2c(c1SCC(=O)Nc1ccc(C)c(Cl)c1)c(=O)n(C)c(=O)n2C,-12.4%
CC1=C(C(=O)N(C)C)CC(CC(=O)NC(c2ccccc2)c2ccccc2)C(=O)N1CCCN1CCCC1=O (stereo not given),-0.5%
COc1cccc(CNC(=O)CC(c2ccc(F)cc2)N2Cc3ccccc3C2=O)c1 (stereo not given),-3.1%
Cc1cc(C)c(NC(=O)C(C)n2c(=O)c(C(F)(F)F)nc3ccccc32)c(C)c1 (stereo not given),-1.7%
CCOC(=O)CSc1nc2cc(OC)c(OC)cc2c2nc(-c3ccccc3)nn12,-7.8%
O=C(NCc1csc(-c2cccs2)n1)C1CCCCC1,-6.6%
O=C(CN1CCN(c2ccc(Cl)cc2)CC1)Nc1ccc(F)cc1F,0.2%
O=C(Cc1cccs1)NC(c1ccccc1)c1ccccc1,8.4%
NC(=O)c1cc(S(=O)(=O)NCc2ccccc2)cs1,-9.2%
Cc1c(N2C(=O)CSC2=S)c(=O)n(-c2ccccc2)n1C,14.9%
Cc1cc(CO)nn1-c1ccc([N+](=O)[O-])cc1,-4.6%
O=S(=O)(c1cccc2nsnc12)N1CCNCC1,3.6%
COc1cccc(C(=O)Nc2ccc3nc(SCc4ccc(C)cc4)sc3c2)c1,1.9%
CCCCCC(=O)N1C[C@@H](O)[C@H](n2cc(COC(=O)c3ccccc3)nn2)C[C@@H]1c1ccccc1,-2.1%
CC(C)c1ccc(OC(=O)c2cc(-c3ccc(Cl)cc3)on2)cc1,-6.4%
CCN(CC)CCN(C(=O)c1ccco1)c1nc2c(C)c(C)ccc2s1,-9.8%
Cc1cc(C)c(S(=O)(=O)N(C)CC(=O)NCc2ccccn2)c(C)c1,-1.2%
COc1ccc(CNC(=O)C2=CCN(S(=O)(=O)c3ccc(C)cc3)CC2)cc1,6.5%
# The listing continues.
SMILES,aSyn yeast rescue
CCOc1ccccc1N(C)C(=O)c1nn(-c2ccc(C)cc2)c(=O)c2c1c1ccccc1n2C,-9.4%
Cc1ccc(C(=O)NCC(=O)NCC(=O)OCc2ccc(F)cc2)cc1,10.4%
CCOC(=O)c1c(S(=O)(=O)N2CCCC(C(=O)Nc3cccc(C)n3)C2)c(C)n(C)c1C (stereo not given),-6.8%
CCN1CCN(C(c2ccc(OC)cc2)c2c(O)cc(C)n(CCOC)c2=O)CC1 (stereo not given),-1.8%
CCn1c(C)c(C)c2cc(C(=O)NCc3ccc(OC(C)C)cc3)ccc21,16.2%
CCN(CC)C(=O)Oc1ccc(Cl)c2cccnc12,-3.6%
COc1c(Cl)cc(Cl)cc1/C=C(\C#N)c1nc(-c2ccc(Cl)cc2)cs1,-9.3%
Cc1cc(C)cc(NC(=O)NCCn2nnc3cc(S(=O)(=O)N(C)C)ccc32)c1,-2.2%
O=C(CC1C(=O)NCCN1Cc1ccc(Cl)c(F)c1)NCCc1cccnc1 (stereo not given),-7.5%
COc1ccccc1NC(=O)CSC1=Nc2ccccc2C2=NC(CC(=O)NCc3ccco3)C(=O)N12 (stereo not given),-5.5%
Cc1cc(C(=O)N/N=C/c2ccc(N(C)C)cc2)c2ccccc2n1,2.0%
COc1ccc(NC(=O)CNC(=O)c2ccc([N+](=O)[O-])cc2)cc1,2.8%
Nc1ccc(NC(=S)Nc2ccccc2)cc1,7.1%
Cc1cccc(NC(=O)CSc2cn(CC(=O)N3CCCCCC3)c3ccccc23)c1,-10.0%
CCN(CC)CCNC(=O)c1ccc(-c2nc(CN3CCc4ccccc43)c(C)o2)cc1,2.7%
Cc1ccc(-c2csc(=Nc3ccccc3)n2Cc2ccc3c(c2)OCO3)cc1,-11.1%
NC(=O)C1CCCN(CC(=O)N2CCN(c3ccccc3)CC2)C1 (stereo not given),-10.6%
Cc1ccc(S(=O)(=O)N2CCOC2CNC(=O)C(=O)NCc2ccncc2)cc1 (stereo not given),-0.3%
CC(Sc1nnc(-c2ccc(OC(F)F)cc2)n1N)C(=O)NCC1CCCO1 (stereo not given),-1.1%
O[C@@H]1CN(CC2CCCCC2)[C@@H](c2ccccc2)C[C@H]1n1cc(-c2ccc(F)cc2)nn1,11.3%
CC(C)c1ccc(N(CC(=O)NN=C2CCN(C)CC2)S(=O)(=O)c2ccccc2)cc1,-13.3%
Clc1cccc(-n2ncc3c(NCCC4=CCCCC4)ncnc32)c1,1.9%
COc1ccc(NC(=O)CSc2nc(C)cc(C)c2C(=O)Nc2cccc(C)c2)cc1,1.4%
Cc1ccc(NC(=O)CSc2nccn2Cc2ccc3c(c2)OCO3)c(C)c1,5.5%
Cc1ccoc1C(=O)NCCNC(=O)c1occc1C,-12.6%
Cc1ccc2nc(-c3ccc(SCC(=O)Nc4nnc(C)s4)nc3)[nH]c2c1,-2.4%
CCSc1nnc(NC(=O)Cn2cnc3c2c(=O)n(C)c(=O)n3C)s1,-10.2%
Cc1ccccc1N1CC(c2nnc(NC(=O)c3ccco3)s2)CC1=O (stereo not given),1.3%
CCOCCCNC(=O)c1cn(CC(C)C)c(=O)c2c1c1ccccc1n2C,4.0%
COc1cccc2c1OCC(C(=O)O)C2 (stereo not given),-7.8%
CC(=O)N1c2ccc(S(=O)(=O)N3CCCCCC3)cc2CC1C(=O)NCc1ccc(Cl)cc1 (stereo not given),2.4%
CC(=O)CN1C(=O)NC(c2ccccc2)(c2ccccc2)C1=O,-5.0%
COc1ccc(-n2c3c(cc(-c4nc(-c5ccc(Cl)cc5)cs4)c2=O)C(=O)CC(C)(C)C3)cc1Cl,-3.4%
COc1ccc(OC)c(S(=O)(=O)N2CCCC(C(=O)N3CCC(C(N)=O)CC3)C2)c1 (stereo not given),2.0%
O=C(CS(=O)(=O)Nc1ccc(F)cc1Cl)Nc1ccc(F)cc1Cl,1.0%
Cc1cccn2c(=O)c3cc(C(=O)NCc4ccccc4Cl)sc3nc12,2.3%
O=C(COC(=O)/C=C/c1ccccc1)NNC(=O)c1ccc([N+](=O)[O-])cc1,-5.3%
CCn1c(SCC(=O)N/N=C(\C)c2ccncc2)nnc1-c1ccc(C)cc1,-8.1%
CCc1ccc(-c2[nH]c3c(c2-c2c(-n4cccc4)n(C)c(=O)n(C)c2=O)c(=O)n(C)c(=O)n3C)cc1,-1.8%
Cc1ccc(C(=O)N(Cc2ccco2)c2c(N)n(Cc3ccccc3)c(=O)[nH]c2=O)cc1,2.9%
COc1ccc(Cl)cc1NC(=O)CSc1nc2ccccc2c2nc(-c3ccccc3)nn12,-1.6%
CCOc1ccc(NC(=O)c2oc(=O)c3ccccc3c2-c2ccc(C)cc2)cc1,-2.6%
CCCN1C(=O)/C(=C\c2nc3ccccc3c(=O)[nH]2)c2ccccc21,3.5%
O=C(N=C1N=C2C=CC=CN2Cc2ccccc21)c1ccc(S(=O)(=O)N2CCCC2)cc1,-11.8%
CCOC(=O)c1cc(N)cc([N+](=O)[O-])c1,6.4%
CCOc1ccc(-c2cc(NC(=O)Nc3ccc(Cl)cc3)c(C(=O)OC)s2)cc1,-5.1%
Cc1ccc(S(=O)(=O)c2cc3cc(C(=O)O)ccc3oc2=O)cc1,-4.9%
Cc1cc(C)n(-c2nc3cc(Cl)c(Cl)cc3nc2Nc2c(C)cccc2C)n1,5.8%
CC1=C(C#N)C(NC(=O)c2cccc(Cl)c2)(C(F)(F)F)C(=O)N1 (stereo not given),4.2%
CCOC(=O)Cn1c(=O)n(C2CCCCC2)c2nc(-c3ccccc3Cl)nc(C(N)=O)c21,3.4%
# New compounds follow
SMILES,aSyn yeast rescue
COc1cc2c(=O)n(CCC(=O)NCC3CCCO3)c(=O)n(CC(=O)Nc3ccc(F)cc3)c2cc1OC (stereo not given),-3.8%
COc1ccc([N+](=O)[O-])c(C=CC(=O)c2ccccn2)c1,26.1%
CC(=O)c1ccccc1OCC(O)Cn1c(CO)nc2ccccc21 (stereo not given),-9.1%
Cc1nn2c(=O)cc(COC(=O)c3cccc(NC(=O)COc4ccccc4C)c3)nc2s1,1.8%
O=C(Nc1ccc(Cl)cc1C(F)(F)F)c1cc(S(=O)(=O)N2CCOCC2)ccc1F,-9.8%
CCCCN(CC)C(=O)CCCn1c(=O)c2cccn2c2ccccc21,3.2%
CC1=C(C(=O)Nc2ccccc2)C(c2ccncc2)n2nc(SCc3ccccc3Cl)nc2N1 (stereo not given),1.6%
COc1ccc(Br)cc1CNC(=O)C1CCCN(S(=O)(=O)N2CCC(C)CC2)C1 (stereo not given),3.5%
O=C(NCC1CCCO1)c1sc2cc(Cl)ccc2c1Cl (stereo not given),2.7%
COc1ccc(Cc2nnc(SCC(=O)Nc3ccccc3)[nH]c2=O)cc1,-6.3%
CCCCN(C)CCNC(=O)c1ccc2c(c1)NC(=O)CN2,2.9%
COc1ccccc1CNC(=O)COCc1cc(-c2cccs2)on1,2.1%
CN(C)/C=C/C(=O)c1ccc(OCCN(C)c2ccccn2)cc1,-47.3%[inhibitor]
C/C(CC(=O)Nc1cc(C)ccn1)=N\NC(=O)c1cccc(C)c1O,4.0%
Cc1ccc(/C=N/NC(=O)c2cccc3ccccc23)o1,3.0%

# 14 entries from above, arranged by SMILES length, high to low.
SMILES,aSyn yeast rescue
COc1cc2c(=O)n(CCC(=O)NCC3CCCO3)c(=O)n(CC(=O)Nc3ccc(F)cc3)c2cc1OC (stereo not given),-3.8%
CCOC(=O)Cn1c(=O)n(C2CCCCC2)c2nc(-c3ccccc3Cl)nc(C(N)=O)c21,3.4%
CC1=C(C(=O)Nc2ccccc2)C(c2ccncc2)n2nc(SCc3ccccc3Cl)nc2N1 (stereo not given),1.6%
Cc1nn2c(=O)cc(COC(=O)c3cccc(NC(=O)COc4ccccc4C)c3)nc2s1,1.8%
COc1ccc(Br)cc1CNC(=O)C1CCCN(S(=O)(=O)N2CCC(C)CC2)C1 (stereo not given),3.5%
CC1=C(C#N)C(NC(=O)c2cccc(Cl)c2)(C(F)(F)F)C(=O)N1 (stereo not given),4.2%
C/C(CC(=O)Nc1cc(C)ccn1)=N\NC(=O)c1cccc(C)c1O,4.0%
COc1ccc([N+](=O)[O-])c(C=CC(=O)c2ccccn2)c1,26.1%
CN(C)/C=C/C(=O)c1ccc(OCCN(C)c2ccccn2)cc1,-47.3%[inhibitor]
CC(=O)c1ccccc1OCC(O)Cn1c(CO)nc2ccccc21 (stereo not given),-9.1%
COc1ccccc1CNC(=O)COCc1cc(-c2cccs2)on1,2.1%
CCCCN(C)CCNC(=O)c1ccc2c(c1)NC(=O)CN2,2.9%
Cc1ccc(/C=N/NC(=O)c2cccc3ccccc23)o1,3.0%
O=C(NCC1CCCO1)c1sc2cc(Cl)ccc2c1Cl (stereo not given),2.7%

# A portion of the library. The share of hits here may be higher or lower than overall.
